Screening results (PubChem BioAssay)
NALP1 yeast inh: blocks the NALP1 inflammasome reconstituted in yeast; S. cerevisiae NALP1/ASC/caspase-1 growth, X-gal OD620, 72 h; inhibition, % at 10 µM; actives 0.61% (n = 280,000); AID 2071; in the data active = inhibition mostly above about 24%, no sharp cut-off; inactive = mostly below about 32%; also: some compounds called inactive have numbers as strong as hits
IDE cell activ: activators of human insulin-degrading enzyme in cells | P14735 | HEK cells, FAbeta-B cleavage, fluorescence polarization; 0% vehicle, 100% cell-free pure enzyme wells | activation, % at 5.96 µM | actives 0.073% (n = 340,000) | AID 493087;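 active = activation above the mean of all tested compounds plus 3 SD, set per screening campaign, cut at about 17% in these data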
IDE inh: inhibits human insulin-degrading enzyme in HEK cells; FAbetaB cleavage, fluorescence polarization; inhibition, % at 5.59 µM; actives 0.41% (n = 320,000); AID 434962;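 active = percent inhibition above the average of all tested compounds plus 3 SD, set per screening campaign, cut at about 16% in these data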;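 also: IDE supplied by intact live HEK cells; FP after avidin binding of uncleaved biotin substrate so inhibition keeps polarization high; 0% = DMSO wells and 100% = 60 µM reference IDE inhibitor Ii1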
MEKK2wt PB1 HTS: raises or lowers MEK5 binding to wildtype human MEKK2 PB1 domain; bead flow cytometry, Alexa488-MEK5 binding to MEKK2 WT; actives lie on both sides; binding response (% of control), % at 10 µM; actives 1.1% (n = 290,000); AID 1531; in the data active = binding response below about 67% or above about 130%
SUMO HTRF inh: SUMOylation inhibition | P63279 | inhibition, % at 35 µM | HTRF SUMOylation assay, SAE1/SAE2 + UBC9, in vitro | actives 0.36% (n = 290,000) | AID 2006; in the data active = inhibition above about 50%, passing the limit was not always enough; also: strong numbers were not always called active
MEKK3 PB1 HTS: modulators (inhibitors or enhancers) of MEK5 binding to human MEKK3 PB1 domain. bead-based flow cytometry, Alexa488-MEK5 binding to MEKK3; actives lie on both sides; 0 = blocked by unlabeled MEK5, 100 = vehicle. binding response (% of control), % at 10 µM. AID 1529. Q99759. actives 1.4% (n = 290,000);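 active = binding response more than 3 SD above or below the average of its plate-row segment, actives on both sides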;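 also: Alexa488 bead fluorescence after subtracting the streptavidin-only scavenger bead signal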
MEKK2 mut-MEK5: signal of MEK5 binding to mutant human MEKK2 PB1 domain; percent response, % at 10 µM; bead flow cytometry, Alexa488-MEK5 binding to MEKK2 mutant; AID 1530; actives 0.35% (n = 290,000); in the data active = percent response above about 24%, passing the limit was not always enough; also: inactives centre near 1; some results filed as inactive read as strong as hits; reference of the scale not given here
M18AAP inhibitor: PfM18AAP enzyme inhibition. recombinant PfM18AAP, H-Glu-NHMec fluorogenic cleavage. inhibition, % at 7.35 µM. actives 1.2% (n = 290,000). AID 1822;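 active = inhibition above the campaign mean inhibition over all tested compounds plus 3 SD, cut at about 28% in these data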;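 also: 0% = plate median of test compound wells and 100% = 2 mM ZnCl2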
p-CIP stab down: lowers stability of the mouse p/CIP coactivator protein; actives 0.01% (n = 290,000); decrease of EGFP signal, % at 10 µM; F442A p/CIP-EGFP cells, EGFP fluorescence, 16 h;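 active = EGFP signal decrease of at least 30% at 10 µM or well 3 SD below plate mean, unless failing retest; inactive = the rest, including hits failing retest or dose response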; also: some compounds called inactive have numbers as strong as hits; many of its hits are not listed in these tables
Target sequence (Q05BA5 1-1403): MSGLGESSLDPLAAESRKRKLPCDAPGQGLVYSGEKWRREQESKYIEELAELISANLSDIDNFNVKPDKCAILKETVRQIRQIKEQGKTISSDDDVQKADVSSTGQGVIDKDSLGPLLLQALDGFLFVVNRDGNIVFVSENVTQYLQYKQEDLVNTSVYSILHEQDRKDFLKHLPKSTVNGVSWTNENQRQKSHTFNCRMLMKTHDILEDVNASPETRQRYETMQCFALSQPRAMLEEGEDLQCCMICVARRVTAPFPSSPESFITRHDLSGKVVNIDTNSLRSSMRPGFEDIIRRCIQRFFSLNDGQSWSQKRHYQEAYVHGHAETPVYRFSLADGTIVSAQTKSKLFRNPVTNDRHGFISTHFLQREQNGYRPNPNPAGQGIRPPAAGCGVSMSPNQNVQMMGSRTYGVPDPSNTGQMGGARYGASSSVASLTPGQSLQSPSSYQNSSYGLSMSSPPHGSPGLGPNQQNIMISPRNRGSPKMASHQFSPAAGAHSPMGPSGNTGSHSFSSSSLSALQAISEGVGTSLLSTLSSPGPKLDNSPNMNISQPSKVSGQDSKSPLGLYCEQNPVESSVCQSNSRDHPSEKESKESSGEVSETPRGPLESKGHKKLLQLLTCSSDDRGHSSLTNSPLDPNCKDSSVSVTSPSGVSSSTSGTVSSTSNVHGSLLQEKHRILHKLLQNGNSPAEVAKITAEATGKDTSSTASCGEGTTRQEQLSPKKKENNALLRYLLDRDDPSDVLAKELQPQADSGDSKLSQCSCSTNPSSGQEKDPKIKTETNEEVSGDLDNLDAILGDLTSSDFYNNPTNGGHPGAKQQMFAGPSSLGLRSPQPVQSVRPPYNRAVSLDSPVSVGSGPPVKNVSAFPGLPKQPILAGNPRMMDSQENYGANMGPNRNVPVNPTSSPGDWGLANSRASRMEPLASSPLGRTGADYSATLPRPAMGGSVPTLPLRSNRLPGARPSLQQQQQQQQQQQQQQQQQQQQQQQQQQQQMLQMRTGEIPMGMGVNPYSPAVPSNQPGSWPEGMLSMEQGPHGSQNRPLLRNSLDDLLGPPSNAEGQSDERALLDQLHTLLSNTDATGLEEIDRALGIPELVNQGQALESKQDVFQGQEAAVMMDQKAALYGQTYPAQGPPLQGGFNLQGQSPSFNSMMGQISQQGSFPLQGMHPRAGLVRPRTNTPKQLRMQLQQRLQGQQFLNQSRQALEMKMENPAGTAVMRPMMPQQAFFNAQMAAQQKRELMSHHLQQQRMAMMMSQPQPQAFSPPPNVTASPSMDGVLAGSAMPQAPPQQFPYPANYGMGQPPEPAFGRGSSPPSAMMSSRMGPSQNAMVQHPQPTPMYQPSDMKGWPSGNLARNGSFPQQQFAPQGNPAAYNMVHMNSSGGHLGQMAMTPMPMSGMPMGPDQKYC
An asterisk follows results filed as active; x = not tested or not shown; [ ] = remark or other dose. This is a subset. The share of hits here may be higher or lower than overall.

[1] Cc1cccc(NC(=O)CSc2cccc3cccnc23)c1C
[2] CCOc1ccc(C(=O)NC2CCN(CC(=O)NCc3ccccc3)CC2)cc1
[3] Cc1ccccc1CN1CCN(CC(=O)NCCCN2CCN(c3ccc(F)cc3)CC2)C1=O
[4] O=c1/c(=C\c2ccc(O)cc2)sc2nc(-c3ccccc3)c(-c3ccccc3)n12
[5] CCOC(=O)c1sc(=S)n(-c2cc(F)ccc2F)c1N
[6] CCOC(=O)c1cc(-c2ccc(F)cc2)n(CCC(=O)NC2CCN(Cc3ccccc3)CC2)c1C
assay / entry	1	2	3	4	5	6
MEKK2 mut-MEK5	2	-1	9	-1	8	29
IDE cell activ	5	-4	6	9	-10	4
MEKK3 PB1 HTS	104	101	104	108	106	108
M18AAP inhibitor	-3	3	-2	0	-9	5
p-CIP stab down	5	-3	10	-22	-4	6
SUMO HTRF inh	16	2	-18	36	-5	-12
NALP1 yeast inh	9	14	10	x	-4	14
MEKK2wt PB1 HTS	103	99	132	84	107	131
IDE inh	-4	-1	7	2	1	2

[7] CCOC(=O)c1c(S(=O)(=O)N2CCc3ccccc32)c(C)n(C)c1C
[8] Cc1ccc(-c2nc3ccccc3c(=O)n2CCN2CCOCC2)cc1
[9] Cc1cc(NC(=O)NCc2ccccc2)c(=O)n(Cc2ccc(F)cc2)c1
[10] CCc1nc(SCC(=O)N2CCCC2)c2ccccc2n1
[11] O=c1[nH]c(C(Cl)(Cl)Cl)nc2ccc3ccccc3c12
[12] COCCCNC(=S)N1CCN(S(=O)(=O)c2ccc(OC)cc2)CC1
assay / entry	7	8	9	10	11	12
MEKK2 mut-MEK5	6	-11	2	6	-1	-2
IDE cell activ	-3	3	0	3	2	6
MEKK3 PB1 HTS	102	96	101	99	100	104
M18AAP inhibitor	-7	-2	1	7	-6	1
p-CIP stab down	0	1	-2	-4	2	1
SUMO HTRF inh	16	-2	12	14	13	-14
NALP1 yeast inh	14	33	-3	-1	-2	9
MEKK2wt PB1 HTS	105	94	103	107	96	97
IDE inh	3	2	1	0	4	-1

Overlap with the part before: 4 compounds; new compounds follow.
[9] Cc1cc(NC(=O)NCc2ccccc2)c(=O)n(Cc2ccc(F)cc2)c1
[10] CCc1nc(SCC(=O)N2CCCC2)c2ccccc2n1
[11] O=c1[nH]c(C(Cl)(Cl)Cl)nc2ccc3ccccc3c12
[12] COCCCNC(=S)N1CCN(S(=O)(=O)c2ccc(OC)cc2)CC1
[13] COc1ccc2c(c1)cc1c(=O)n(CC(=O)NC(C)CCc3ccccc3)nc(C)n12 (stereo not drawn)
[14] O=C(Nc1nc2ccc(F)cc2s1)C1CCCO1 (stereo not drawn)
[15] COc1cccc(C2CC(c3cccs3)=NN2C(=O)CSc2nc3ccccc3s2)c1OC (stereo not drawn)
[16] Cc1ccc(-c2ocnc2C(=O)N2CCN(C(=O)c3cccs3)CC2)cc1
[17] CN(C)S(=O)(=O)c1cc(NC(=O)COC(=O)C2CSC3(C)CCC(=O)N23)ccc1Cl (stereo not drawn)
[18] COc1ccc(OC)c(N=Cc2c(O)[nH]c3ccccc23)c1
assay / entry	9	10	11	12	13	14	15	16	17	18
MEKK2 mut-MEK5	2	6	-1	-2	-2	4	-2	-4	2	8
IDE cell activ	0	3	2	6	4	2	2	-1	3	7
MEKK3 PB1 HTS	101	99	100	104	100	105	100	101	93	98
M18AAP inhibitor	1	7	-6	1	-11	4	-2	-4	-3	-4
p-CIP stab down	-2	-4	2	1	1	3	-10	-17	0	0
SUMO HTRF inh	12	14	13	-14	19	2	1	6	-7	-1
NALP1 yeast inh	-3	-1	-2	9	18	4	10	25	25	15
MEKK2wt PB1 HTS	103	107	96	97	98	107	103	100	108	102
IDE inh	1	0	4	-1	0	6	-3	-4	6	0

Along the list, from the results shown:
IDE cell activ, entries 13–18, in order: 4, 2, 2, -1, 3, 7
MEKK3 PB1 HTS, entries 13–18, in order: 100, 105, 100, 101, 93, 98
MEKK2 mut-MEK5, entries 13–18, in order: -2, 4, -2, -4, 2, 8

Further structures follow:
[19] C(=N\Nc1nc2ccccc2[nH]1)/c1ccc2c(c1)OCO2
[20] Brc1ccc(C2CC(c3ccccc3)=Nc3ccccc3N2)cc1 (stereo not drawn)
[21] O=C(Nc1cccc(C(F)(F)F)c1)C1CCCN1S(=O)(=O)c1cccc2cccnc12 (stereo not drawn)
[22] O=C(Nc1ccc(CN2CCOCC2)cc1)c1ccc(N2CCCC2)c([N+](=O)[O-])c1
[23] CCOC(=O)c1c(-c2ccccc2)csc1NC(=O)c1ccc(S(=O)(=O)N2CC(C)OC(C)C2)cc1 (stereo not drawn)
[24] CCCC(=O)Nc1nc2nc(C)cc(=O)n2[nH]1
assay / entry	19	20	21	22	23	24
MEKK2 mut-MEK5	17	-1	6	0	-12	x
IDE cell activ	-5	1	2	1	0	4
MEKK3 PB1 HTS	108	97	105	98	96	x
M18AAP inhibitor	29*	12	3	6	5	-1
p-CIP stab down	-2	-5	-12	-4	-23	-1
SUMO HTRF inh	-10	4	19	-9	24	6
NALP1 yeast inh	-10	42	8	19	x	9
MEKK2wt PB1 HTS	130	88	108	103	86	x
IDE inh	x	7	-6	2	3	-2

[25] Cc1cccnc1Nc1nc(-c2ccc(F)cc2)cs1
[26] CN(CCCNC(=O)c1ccccc1F)CCCNC(=O)c1ccccc1F
[27] Cn1c(=O)c2c(nc(CN3CCN(C(=O)c4ccco4)CC3)n2Cc2ccccc2)n(C)c1=O
[28] COc1cc2[nH]c(-c3cccc(F)c3)cc(=O)c2cc1OC
[29] COc1ccc(CN2CCNC(=O)C2CC(=O)O)c(OC)c1 (stereo not drawn)
[30] O=C(NCc1cccs1)c1ccccc1
assay / entry	25	26	27	28	29	30
MEKK2 mut-MEK5	6	9	16	-4	13	2
IDE cell activ	1	3	-1	1	5	3
MEKK3 PB1 HTS	105	105	108	107	102	103
M18AAP inhibitor	-2	-4	4	-4	-3	6
p-CIP stab down	6	-8	-4	2	-1	-1
SUMO HTRF inh	-19	21	-2	8	-19	3
NALP1 yeast inh	3	15	32	30	x	6
MEKK2wt PB1 HTS	122	108	105	103	101	101
IDE inh	9	0	2	6	2	3

Printed as active in M18AAP inhibitor, among the entries above:
[19] C(=N\Nc1nc2ccccc2[nH]1)/c1ccc2c(c1)OCO2
assay / entry	19
MEKK2 mut-MEK5	17
IDE cell activ	-5
MEKK3 PB1 HTS	108
M18AAP inhibitor	29*
p-CIP stab down	-2
SUMO HTRF inh	-10
NALP1 yeast inh	-10
MEKK2wt PB1 HTS	130
IDE inh	x

Later entries
[31] COc1cc2c(cc1NC(=O)CCCN1C(=O)CCC1=O)oc1ccccc12
[32] Cc1ccc(CNC(=O)[C@H](C)NC(=O)C2CCN(C(=O)[C@@H](N)CC(C)C)CC2)cc1
[33] Cc1ccc(-n2c(C)c(C)c3c(NCCN(C)C)ncnc32)cc1
[34] CSc1cccc(CN(C)C(=O)C2CCC(=O)N(CCCN3CCCC3=O)C2)c1 (stereo not drawn)
[35] CCCn1nc(C(=O)NCc2ccc3c(c2)OCO3)c2ccccc2c1=O
[36] CC(=O)c1ccc(N2CCN(C(=O)Cn3c(=S)[nH]c4ncccc4c3=O)CC2)cc1
assay / entry	31	32	33	34	35	36
MEKK2 mut-MEK5	1	4	8	1	-2	-11
IDE cell activ	-2	2	-2	4	-4	x
MEKK3 PB1 HTS	96	101	103	103	106	100
M18AAP inhibitor	1	6	0	-10	-18	-1
p-CIP stab down	3	-1	2	1	4	1
SUMO HTRF inh	4	4	0	0	5	-9
NALP1 yeast inh	-5	17	24	4	10	11
MEKK2wt PB1 HTS	98	107	107	101	102	92
IDE inh	-9	-5	6	-4	4	1

[37] COCCCNC(=O)c1ccc(Cn2c(=O)c3ccccc3n(Cc3ccccc3C)c2=O)cc1
[38] Cc1ccccc1CN(C)C(=O)c1ccc2ccccc2n1
[39] Cc1ccc2c(NC(=O)C3CC3)cccc2n1
[40] CCOC(=O)C1=C(C)Nc2ccccc2N=C1NC(=O)c1cccc(S(=O)(=O)N(C)C)c1
[41] O=C(Nc1ccccc1)Nc1nc2ccccc2s1
[42] O=C(CCCC(=O)c1ccccc1)NCCc1ccccc1F
assay / entry	37	38	39	40	41	42
MEKK2 mut-MEK5	4	4	3	-24	-10	4
IDE cell activ	-4	-2	2	1	1	2
MEKK3 PB1 HTS	101	103	105	3.0*[inhibitor]	78	101
M18AAP inhibitor	12	-7	5	0	-14	1
p-CIP stab down	0	-6	4	-4	7	-4
SUMO HTRF inh	4	-5	8	6	-10	-12
NALP1 yeast inh	12	24	5	-2	6	3
MEKK2wt PB1 HTS	97	107	103	3.0*[inhibitor]	73	104
IDE inh	-4	-5	-3	1	-7	4

[43] Cc1nn(-c2ccccc2)c(Cl)c1C(=O)NCc1cccs1
[44] Oc1ccc(Cl)cc1-c1cc(C(F)(F)C(F)F)nc(-c2ccccc2)n1
[45] CSc1nc(C)c2c(c1C#N)CCCC2
[46] COc1ccccc1NS(=O)(=O)c1cc(NC(=S)NCCN2CCOCC2)ccc1N1CCOCC1
[47] COc1ccccc1NC(=O)CN1CCOCC1
[48] COc1ccccc1OCCSc1nc2ccccc2n1CC(N)=O
assay / entry	43	44	45	46	47	48
MEKK2 mut-MEK5	0	1	7	3	0	3
IDE cell activ	-1	5	0	-1	2	3
MEKK3 PB1 HTS	106	100	100	104	100	105
M18AAP inhibitor	-6	-5	5	38*	-3	-5
p-CIP stab down	-28	-9	-7	1	-9	-7
SUMO HTRF inh	-2	-4	8	-22	13	0
NALP1 yeast inh	36	43*	5	-7	4	11
MEKK2wt PB1 HTS	101	101	105	104	106	104
IDE inh	0	-11	6	2	-1	-5

[49] Cc1nn(-c2ccccc2Cl)c2sc(C(=O)Nc3nnc(C4CC4)s3)cc12
[50] CCC(C)Nc1nc(OC)nc(N(C)C#N)n1 (stereo not drawn)
[51] Cc1c(NC(=O)/C(C#N)=C/c2ccccc2)c(=O)n(-c2ccccc2)n1C
[52] O=C(C1CCCN(S(=O)(=O)c2cccnc2)C1)N1CCN(c2ccccn2)CC1 (stereo not drawn)
[53] CCc1nonc1NC(=O)COc1ccc(Cl)c(C)c1
assay / entry	49	50	51	52	53
MEKK2 mut-MEK5	-2	-7	2	1	-13
IDE cell activ	3	0	6	-1	0
MEKK3 PB1 HTS	97	96	110	101	96
M18AAP inhibitor	0	-2	7	-2	-3
p-CIP stab down	0	-2	6	5	2
SUMO HTRF inh	-1	12	20	4	x
NALP1 yeast inh	36	23	12	19	-10
MEKK2wt PB1 HTS	95	95	92	100	96
IDE inh	3	0	-1	-2	4
